Compound activity from PubChem BioAssay.
S1P2 blocker = human S1P2 receptor antagonists, primary screen, cell-based; AID 736, 2007; Sphingosine 1-phosphate receptor 2 (Homo sapiens), O95136; cell-based S1P2 antagonist assay, inhibition at 5 uM; 97,000 compounds, 0.21% hits; inhibition, % at 5 µM; in the data active = inhibition above about 45%;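 also: CRE beta-lactamase reporter cells expressing human S1P2 stimulated with S1P; 0% = agonist at EC80 alone and 100% = agonist plus reference antagonist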
Target sequence (O95136 whole entry, looked up): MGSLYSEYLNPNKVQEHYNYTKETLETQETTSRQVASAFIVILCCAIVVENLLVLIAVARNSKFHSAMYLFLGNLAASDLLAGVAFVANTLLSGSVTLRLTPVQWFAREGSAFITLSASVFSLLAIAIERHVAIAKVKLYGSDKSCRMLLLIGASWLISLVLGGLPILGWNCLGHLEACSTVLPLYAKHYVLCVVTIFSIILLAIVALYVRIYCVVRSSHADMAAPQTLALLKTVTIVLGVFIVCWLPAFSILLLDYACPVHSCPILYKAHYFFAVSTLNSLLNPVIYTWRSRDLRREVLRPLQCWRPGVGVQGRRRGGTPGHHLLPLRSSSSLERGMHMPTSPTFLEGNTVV
sEH act = soluble epoxide hydrolase activators, primary screen, biochemical, human sEH. Bifunctional epoxide hydrolase 2 (Homo sapiens), P34913. purified human sEH enzymatic activity, activator screen. activation, % at 2 µM. 91,000 compounds, 0.04% hits. AID 717, 2007; in the data active = activation above about 37%; also: values of inactives mirror those of a sister screen read the other way
Target sequence (P34913 whole entry, looked up): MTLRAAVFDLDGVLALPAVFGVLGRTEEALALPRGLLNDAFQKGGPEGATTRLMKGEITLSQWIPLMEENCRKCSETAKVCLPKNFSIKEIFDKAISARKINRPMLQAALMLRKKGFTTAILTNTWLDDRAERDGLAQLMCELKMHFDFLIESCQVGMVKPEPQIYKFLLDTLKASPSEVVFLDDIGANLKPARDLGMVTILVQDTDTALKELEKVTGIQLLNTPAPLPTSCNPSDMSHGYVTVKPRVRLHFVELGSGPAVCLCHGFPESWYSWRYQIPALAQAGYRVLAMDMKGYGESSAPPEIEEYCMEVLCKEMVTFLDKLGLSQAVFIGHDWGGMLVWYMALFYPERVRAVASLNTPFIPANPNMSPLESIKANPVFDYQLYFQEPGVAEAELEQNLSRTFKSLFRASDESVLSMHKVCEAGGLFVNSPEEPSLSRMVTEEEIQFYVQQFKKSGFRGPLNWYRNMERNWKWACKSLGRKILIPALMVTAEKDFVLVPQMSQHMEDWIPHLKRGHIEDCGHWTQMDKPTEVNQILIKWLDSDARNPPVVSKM
HUVEC inhibit = inhibitors of HUVEC proliferation, primary screen, cell-based, 384-well. CellTiter-Glo luminescence, 72 h; hits give low values. viability, % at 10 µM (by protocol). 86,000 compounds, 1.1% hits. AID 648, 2007;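 active = viability at or below 30%; inactive = viability above 30%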;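 also: 100% = median luminescence of DMSO-only cell control wells on each plate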
Lung fibro prol = antiproliferative effect on LL 47 fibroblasts – human, LL 47 cells, CellTiter-Glo luminescence, primary screen | viability, % at 10 µM | LL 47 human lung fibroblast viability, ATP luminescence; hits give low values | 85,000 compounds, 1.1% hits | AID 719, 2007;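 active = viability at or below 50% in the single dose screen; inactive = viability above 50%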;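 also: compound exposure lasted 72 h before the ATP readout; 100% = median luminescence of untreated cell-only wells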
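material = human LL 47 lung fibroblast cells | dosing = compounds added from tenfold dosing solution, 0.1% DMSO final | timing = overnight cell rest, 72 h compound treatment at 37 °C | measured by = CellTiter-Glo luminescence measuring cellular ATP | evaluation = % viability versus median cells-only luminescence | control set = cell-only wells, no compound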
sEH inhibitor = soluble epoxide hydrolase inhibitors, primary screen, biochemical, human sEH. Bifunctional epoxide hydrolase 2 (Homo sapiens), P34913. recombinant human sEH enzymatic activity assay. inhibition, % at 2 µM. 91,000 compounds, 0.34% hits. AID 707, 2007; in the data active = inhibition above about 80%; also: values of inactives mirror those of a sister screen read the other way; many of its hits are not listed in these tables
PostGolgi ctrl = growth inhibition of yeast control strain, primary screen, counter-screen for post-Golgi transport modulator project. efflux-deficient yeast background strain, growth absorbance A615, 16 h. inhibition, % at 10 µM. 98,000 compounds, 5% hits; in the data active = inhibition above about 30%
H69AR growth 86K = proliferation blockers of H69AR lung cancer cells, primary screen, cell-based, human, 86K library; H69AR lung tumor viability, ATP luminescence, 72 h; hits give low values; viability, % at 10 µM; 85,000 compounds, 6% hits; AID 598, 2007;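 active = viability at or below 40%; inactive = viability above 40%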;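 also: multidrug resistant small cell line overexpressing MRP-1 efflux transporter; 100% = mean luminescence of untreated control wells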
PTPN22 act = LYP phosphatase activators, primary screen, biochemical, DiFMUP fluorescence, 2 µM | AID 697, 2007 | activation, % at 2 µM | 96,000 compounds, 0.11% hits | recombinant LYP; 0 = plate median, 100 = signal doubled;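 active = activation at 2 µM above a set limit, the mean plus 5 SD, cut at about 37% in these data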
S1P2 agonist = S1P2 receptor agonists, primary screen, cell-based. S1P2-expressing cell line, agonist reporter read-out. activation, % at 4.5 µM. Sphingosine 1-phosphate receptor 2 (Homo sapiens), O95136. 97,000 compounds, 0.46% hits; in the data active = activation above about 16%;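 also: 0% = vehicle low control and 100% = maximal reference agonist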
Active calls of the source: *; . = not tested or not shown. Only part of the results is shown; rates above refer to the full screens.

Field names: A = S1P2 blocker; B = sEH act; C = HUVEC inhibit; D = Lung fibro prol; E = sEH inhibitor; F = PostGolgi ctrl; G = H69AR growth 86K; H = PTPN22 act; I = S1P2 agonist
1: CCOc1ccc(NC(=O)CCS(=O)(=O)c2ccc3c(c2)CCCN3C(=O)CC)cc1
  A: -6.0; B: -18.1; C: 101.3; D: 107.2; E: 18.4; F: -7.2; G: 87.0; H: -7.7; I: -1.7
2: Cc1ccc(S(=O)(=O)NCCN=C(CN2CCOCC2)NS(=O)(=O)c2ccc(C)cc2)cc1
  A: 22.1; B: 5.7; C: 76.6; D: 104.2; E: -6.5; F: 6.1; G: 87.3; H: 5.9; I: -6.8
3: Cc1cc(O)c(C(C[N+](=O)[O-])c2ccc(Cl)cc2Cl)c(=O)o1 (configuration not stated)
  A: -13.0; B: -5.3; C: 94.3; D: 93.4; E: 6.6; F: 26.5; G: 64.2; H: -9.6; I: -5.2
4: CNC(=O)C(C)NS(=O)(=O)c1ccc(F)cc1 (configuration not stated)
  A: 4.3; B: -13.4; C: 98.3; D: 105.3; E: 15.1; F: 8.9; G: 91.9; H: 0.7; I: -2.6
5: CC1C2CC(C(S(=O)(=O)N3CCOCC3)C2=O)C1(C)C (configuration not stated)
  A: 1.5; B: -5.5; C: 111.0; D: 98.4; E: 4.3; F: 0.9; G: 110.1; H: -1.5; I: -3.8
6: COc1ccccc1NC(=O)CSc1nnc(Cc2ccccc2)o1
  A: 0.7; B: -2.6; C: 97.1; D: 99.0; E: 8.0; F: 10.2; G: 90.8; H: -0.6; I: -6.7
7: CCc1cccc(C)c1NC(=O)CCCC(=O)O
  A: -11.9; B: 8.8; C: 95.1; D: 96.1; E: -10.8; F: 28.7; G: 90.4; H: -9.7; I: -2.3
8: CCOC(=O)C1=C(C)NC2=C(C(=O)CCC2)C1c1cccnc1 (configuration not stated)
  A: 17.4; B: 3.0; C: 93.7; D: 94.9; E: 0.1; F: -4.0; G: 92.1; H: -7.6; I: -4.3
9: O=C(c1ccc(S(=O)(=O)N2CCOCC2)cc1)N1CCN(c2ccc(F)cc2)CC1
  A: 1.4; B: -0.5; C: 98.9; D: 92.0; E: 0.0; F: 6.3; G: 81.0; H: -9.6; I: -5.6
10: [O-]C1=N/[N+](=C/c2ccc(Cl)cc2)CC1
  A: -35.6; B: -0.6; C: 106.4; D: 104.9; E: 2.0; F: -1.8; G: 98.7; H: 4.0; I: -4.2

Part of the list above, screen by screen:
9: O=C(c1ccc(S(=O)(=O)N2CCOCC2)cc1)N1CCN(c2ccc(F)cc2)CC1
10: [O-]C1=N/[N+](=C/c2ccc(Cl)cc2)CC1
Compound,9,10
S1P2 blocker,1.4,-35.6
sEH act,-0.5,-0.6
HUVEC inhibit,98.9,106.4
Lung fibro prol,92.0,104.9
sEH inhibitor,0.0,2.0
PostGolgi ctrl,6.3,-1.8
H69AR growth 86K,81.0,98.7
PTPN22 act,-9.6,4.0
S1P2 agonist,-5.6,-4.2

Next part:
Field names: A = S1P2 blocker; B = sEH act; C = HUVEC inhibit; D = Lung fibro prol; E = sEH inhibitor; F = PostGolgi ctrl; G = H69AR growth 86K; H = PTPN22 act; I = S1P2 agonist
11: CCC(NS(=O)(=O)c1ccc(OC)cc1)C(=O)NCCC1=CCCCC1 (configuration not stated)
  A: -7.8; B: -3.1; C: 94.6; D: 100.0; E: 0.9; F: 10.9; G: 105.5; H: 6.3; I: -3.6
12: Cc1[nH]n(-c2ccc(Cl)cc2)c(=O)c1C=Nc1ccc(S(=O)(=O)N2CCOCC2)cc1
  A: 18.6; B: -5.5; C: .; D: .; E: 5.7; F: 14.3; G: .; H: 3.4; I: -1.0
13: Cc1[nH]n2c(=O)c3c(nc2c1-c1ccccc1)CCC3
  A: -8.7; B: 6.5; C: 79.9; D: 96.3; E: -5.8; F: 7.7; G: 24.9*; H: 3.2; I: -3.5
14: Cc1nc2ccc(S(=O)(=O)NC(C(=O)N3CCn4c3nc3ccccc34)C(C)C)cc2s1 (configuration not stated)
  A: 7.2; B: 5.5; C: 105.6; D: 96.6; E: -8.3; F: -1.2; G: 94.3; H: 0.7; I: -3.4
15: O=C(CSc1nnnn1C1CCCC1)Nc1ccc(F)cc1
  A: 18.9; B: -5.1; C: 94.9; D: 104.2; E: 3.6; F: 10.6; G: 100.9; H: -4.6; I: -2.3
16: Cc1ccc(C(=O)NCc2occc2C(=O)O)o1
  A: 14.4; B: 0.2; C: .; D: .; E: -0.2; F: -2.6; G: .; H: 2.9; I: -3.8
17: Cc1ccccc1-c1nc2cc(Cl)ccc2o1
  A: -1.7; B: 3.9; C: 94.2; D: 92.8; E: -0.2; F: 17.9; G: 93.8; H: -1.0; I: -4.4
18: Cc1cccc(OCC(=O)O/N=C(\N)c2ccccn2)c1
  A: -11.1; B: 19.4; C: 104.3; D: 94.4; E: -19.5; F: 6.3; G: 99.9; H: 21.2; I: 3.6
19: O=C(CSc1nnnn1C1CCCCC1)NCc1ccco1
  A: -6.4; B: 0.6; C: 102.1; D: 109.5; E: 0.7; F: 11.6; G: 98.9; H: -3.8; I: -2.4
20: COc1ccc(CSC(=N)N)cc1[N+](=O)[O-]
  A: 13.2; B: 9.1; C: 71.2; D: 88.8; E: -12.3; F: 4.6; G: 81.1; H: 1.5; I: -1.6

Reprinted from the part before: 2 entries, followed by the next part.
Field names: A = S1P2 blocker; B = sEH act; C = HUVEC inhibit; D = Lung fibro prol; E = sEH inhibitor; F = PostGolgi ctrl; G = H69AR growth 86K; H = PTPN22 act; I = S1P2 agonist
19: O=C(CSc1nnnn1C1CCCCC1)NCc1ccco1
  A: -6.4; B: 0.6; C: 102.1; D: 109.5; E: 0.7; F: 11.6; G: 98.9; H: -3.8; I: -2.4
20: COc1ccc(CSC(=N)N)cc1[N+](=O)[O-]
  A: 13.2; B: 9.1; C: 71.2; D: 88.8; E: -12.3; F: 4.6; G: 81.1; H: 1.5; I: -1.6
21: CCOc1ccc(NC(N)=O)cc1
  A: 13.1; B: -5.7; C: 106.1; D: 109.1; E: 3.4; F: 8.7; G: 111.6; H: -3.7; I: -2.6
22: Cc1cccnc1Nc1nc(-c2ccc(O)cc2)cs1
  A: 2.3; B: 1.5; C: 76.5; D: 99.9; E: -1.0; F: 24.4; G: 57.9; H: 0.7; I: -3.5
23: COc1ccc(N(Cc2ccco2)C(=O)c2ccccc2F)cc1OC
  A: 0.8; B: 1.4; C: 103.7; D: 94.4; E: -0.6; F: 16.9; G: 97.0; H: -0.7; I: -1.3
24: CN1CCN(NC(=O)CN2C(=O)/C(=C/c3ccccc3Cl)SC2=S)CC1
  A: 13.8; B: 3.7; C: .; D: .; E: -5.7; F: 7.6; G: .; H: -2.9; I: -3.0
25: CCc1cc2cc(C(=O)N3CCN(Cc4ccccc4)CC3)sc2s1
  A: -1.8; B: -1.5; C: 87.3; D: 93.0; E: 1.1; F: 34.7*; G: 98.6; H: -8.0; I: -6.2
26: Cc1cccc(CSC2=NCCN2C(=O)c2ccco2)c1
  A: 8.9; B: 4.4; C: 96.1; D: 110.9; E: -6.0; F: -0.5; G: 99.1; H: 4.6; I: -2.2
27: Cc1cc(NC(=O)c2ccc(S(=O)(=O)N3CCCC3)cc2)nc2c1c(=O)oc1ccccc12
  A: 3.5; B: -1.2; C: 69.0; D: 71.6; E: 4.1; F: 11.9; G: 18.4*; H: -3.9; I: -1.6
28: Cc1ccc(NCc2nnc(SCC#N)o2)c(C)c1
  A: 15.8; B: -8.0; C: 84.9; D: 88.6; E: 11.4; F: .; G: 95.7; H: 3.8; I: 0.6
29: O=C(NCc1ccccn1)c1ccc(NC(=O)c2ccco2)cc1
  A: -3.0; B: -2.0; C: 92.9; D: 98.5; E: 6.9; F: 10.9; G: 103.7; H: -4.5; I: -4.5
30: CC(=O)c1c(C(C)=O)c(C)n(Cc2ccc(Cl)cc2)c1C
  A: -27.7; B: -6.5; C: 93.8; D: 94.7; E: 6.8; F: 6.4; G: 87.2; H: -8.1; I: -5.5

4 records picked at random from the list so far, as already listed:
Field names: A = S1P2 blocker; B = sEH act; C = HUVEC inhibit; D = Lung fibro prol; E = sEH inhibitor; F = PostGolgi ctrl; G = H69AR growth 86K; H = PTPN22 act; I = S1P2 agonist
26: Cc1cccc(CSC2=NCCN2C(=O)c2ccco2)c1
  A: 8.9; B: 4.4; C: 96.1; D: 110.9; E: -6.0; F: -0.5; G: 99.1; H: 4.6; I: -2.2
24: CN1CCN(NC(=O)CN2C(=O)/C(=C/c3ccccc3Cl)SC2=S)CC1
  A: 13.8; B: 3.7; C: .; D: .; E: -5.7; F: 7.6; G: .; H: -2.9; I: -3.0
25: CCc1cc2cc(C(=O)N3CCN(Cc4ccccc4)CC3)sc2s1
  A: -1.8; B: -1.5; C: 87.3; D: 93.0; E: 1.1; F: 34.7*; G: 98.6; H: -8.0; I: -6.2
30: CC(=O)c1c(C(C)=O)c(C)n(Cc2ccc(Cl)cc2)c1C
  A: -27.7; B: -6.5; C: 93.8; D: 94.7; E: 6.8; F: 6.4; G: 87.2; H: -8.1; I: -5.5

Additional results
Field names: A = S1P2 blocker; B = sEH act; C = HUVEC inhibit; D = Lung fibro prol; E = sEH inhibitor; F = PostGolgi ctrl; G = H69AR growth 86K; H = PTPN22 act; I = S1P2 agonist
31: O=C(CCc1ccccc1)Nc1ncn[nH]1
  A: 2.9; B: 6.9; C: 98.8; D: 105.3; E: -4.9; F: 5.8; G: 92.1; H: 5.7; I: -3.9
32: CC1=C(C(=O)OC2CCCCC2)C(c2ccc(C)o2)C2=C(CCCC2=O)N1 (configuration not stated)
  A: -0.7; B: 12.1; C: 91.6; D: 96.5; E: -11.5; F: 15.8; G: 78.0; H: -5.2; I: -6.9
33: CC1(C)Cc2nc3sc4c(OCc5ccccc5)ncnc4c3cc2CO1
  A: -9.1; B: 3.4; C: .; D: .; E: 0.7; F: 9.5; G: .; H: 11.6; I: -1.6
34: COc1ccc(S(=O)(=O)N2CCN(Cc3ccccc3)CC2)cc1
  A: 12.3; B: 8.6; C: 105.5; D: 106.2; E: -6.9; F: 3.1; G: 96.7; H: -2.1; I: -12.4
